Compound activity: PubChem BioAssay, several laboratories
TLR9-MyD88 inh – blocks human TLR9 binding to MyD88. Q9NR96+Q99836. 340,000 compounds, 0.21% hits. AID 504734. inhibition, % at 4.98 µM. CHO BLA complementation TLR9-MyD88, CCF4 FRET ratio;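 active = inhibition above the mean over all tested compounds plus 3 SD, cut at about 21% in these data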;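 note: 0% = DMSO only wells and 100% = clavulanate BLA inhibitor control wells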
ABHD5-PLIN5 inh – blocks binding of human ABHD5 to perilipin-5 | 360,000 compounds, 0.78% hits | inhibition, % at 4 µM | Split G. princeps luciferase complementation, luminescence, 4 h;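 active = inhibition above the mean inhibition across every tested compound plus 3 SD, cut at about 22% in these data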;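 note: 0% = DMSO only wells and the 100% control is not disclosed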
NCOA3 inh – inhibits human SRC3 coactivator; HEK293 GAL4-SRC3 luciferase reporter, luminescence; inhibition, % at 3.6 µM; 360,000 compounds, 0.17% hits;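 active = inhibition above a per-campaign cutoff, the mean of all compounds plus 3 SD, cut at about 60% in these data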;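 note: 0% = DMSO-treated cells and 100% = gossypol-treated cells at 36 µM; higher means less SRC3-driven luciferase light from the GAL4 reporter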
EBV LMP1 NFkB – reduces LMP1-driven NF-kappaB luciferase signal; LMP1-induced NF-kappaB luciferase reporter cells, luminescence; inhibition, % at 12.5 µM; 350,000 compounds, 0.69% hits; in the data active = inhibition above about 41%;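 note: 0% = neutral control wells and 100% = reference inhibitor control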
NR5A2 inv ag – inverse agonists of human LRH-1 (NR5A2) | HEK293T StAR-luciferase reporter, LRH-1 transfected, 24 h | inhibition, % at 3.6 µM | 360,000 compounds, 0.13% hits | AID 602396;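 active = inhibition above the mean inhibition of all tested compounds plus 3 SD, cut at about 73% in these data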;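 note: 0% = DMSO wells and 100% = reporter-only cells lacking LRH-1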
MC4R antagonist – blocks human MC4R cAMP signaling; P32245; MC4R-expressing cells, MTII-stimulated cAMP, LANCE TR-FRET; inhibition, % at 6.5 µM; 360,000 compounds, 0.48% hits;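 active = inhibition above its plate's cutoff, the mean of tested wells on that plate plus 3 SD, cut at about 29% in these data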;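 note: 0% = Melanotan II alone and 100% = Melanotan II plus saturating MCL0020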
Target sequence (P32245 whole entry, looked up): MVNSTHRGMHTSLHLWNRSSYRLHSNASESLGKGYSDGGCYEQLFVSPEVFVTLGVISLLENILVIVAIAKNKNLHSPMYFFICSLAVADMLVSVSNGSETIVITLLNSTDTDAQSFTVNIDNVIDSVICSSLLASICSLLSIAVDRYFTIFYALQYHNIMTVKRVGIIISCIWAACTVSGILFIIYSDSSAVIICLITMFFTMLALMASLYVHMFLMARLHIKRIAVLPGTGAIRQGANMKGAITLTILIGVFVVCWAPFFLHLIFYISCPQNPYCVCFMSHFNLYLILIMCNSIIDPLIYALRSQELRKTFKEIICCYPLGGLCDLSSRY
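system = U2OS cells with stable human MC4R expression | also added = Melanotan II challenge after compound preincubation | dosing = one concentration, 6.5 µM nominal | incubation = compound 30 min, challenge 1 h, detection 1 h | measured by = TR-FRET with Eu-cAMP and labeled anti-cAMP, 671 nm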
NR2F2 inh – NR2F2 (human) inhibition, primary screen. P24468. HEK293T NGFI-A luciferase reporter, luminescence. inhibition, % at 8.6 µM. 370,000 compounds, 0.7% hits;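 active = inhibition above a per-plate cutoff, mean inhibition of test wells between control levels plus 3 SD, cut at about 38% in these data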;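 note: cells cotransfected with COUP-TFII expression vector driving the NGFI-A reporter; 0% = median of COUP-TF2 test wells and 100% = reporter-only cells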
Target sequence (P24468 whole entry, looked up): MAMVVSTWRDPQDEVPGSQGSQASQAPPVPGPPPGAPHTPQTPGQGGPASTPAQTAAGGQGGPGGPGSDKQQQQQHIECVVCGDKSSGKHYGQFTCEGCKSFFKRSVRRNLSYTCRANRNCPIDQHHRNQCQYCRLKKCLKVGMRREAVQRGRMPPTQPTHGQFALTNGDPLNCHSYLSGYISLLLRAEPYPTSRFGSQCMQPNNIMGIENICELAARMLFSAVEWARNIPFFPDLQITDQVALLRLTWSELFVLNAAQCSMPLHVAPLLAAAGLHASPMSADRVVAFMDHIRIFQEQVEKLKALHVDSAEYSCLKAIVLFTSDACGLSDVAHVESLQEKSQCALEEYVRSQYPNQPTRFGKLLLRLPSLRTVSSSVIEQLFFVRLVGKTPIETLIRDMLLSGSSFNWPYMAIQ
NCOA1 inh – human NCOA1 inhibition. HEK293 GAL4-SRC1 luciferase reporter, luminescence. 360,000 compounds, 0.12% hits. inhibition, % at 3.6 µM;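 active = inhibition above the campaign mean plus 3 SD, with each screening campaign given its own cutoff, cut at about 60% in these data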;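 note: 0% = DMSO treated cells and 100% = gossypol at 36 µM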
SRC2 inh – human SRC2 (NCOA2) inhibition; Q15596; HEK293 GAL4-SRC2 luciferase reporter, luminescence; inhibition, % at 9 µM; 370,000 compounds, 0.17% hits;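 active = inhibition above the mean inhibition of all tested compounds plus 3 SD, set per campaign, cut at about 52% in these data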;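 note: 0% = DMSO treated cells and 100% = cells given Gossypol at 36 µM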
MC4R barr agon – activates human MC4R beta-arrestin recruitment. P32245. 360,000 compounds, 0.98% hits. AID 540308. activation, % at 8.9 µM. U2OS MC4R beta-arrestin complementation, luminescence; percent of melanotan II response, DMSO zero;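 active = activation above a per-plate cutoff, the mean activation of sample wells on that plate plus 3 SD, cut at about 8% in these data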
NOD2-RIPK2 inh – blocks binding of human NOD2 to RIPK2 | O43353 | CHO BLA complementation NOD2-RIPK2, CCF4 ratio | inhibition, % at 4.98 µM | 360,000 compounds, 0.38% hits | AID 624267; in the data active = inhibition above about 21%;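 note: 0% = vehicle only and 100% = reference blocker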
The depositor's hits bear a star; x = no result given.

Under each structure – TLR9-MyD88 inh | ABHD5-PLIN5 inh | NCOA3 inh | EBV LMP1 NFkB | NR5A2 inv ag | MC4R antagonist | NR2F2 inh | NCOA1 inh | SRC2 inh | MC4R barr agon | NOD2-RIPK2 inh
1) COC(=O)c1cc(N=C(N)N=C(N)N)cc(C(=O)OC)c1
    4 | 0 | 4 | -5 | 12 | -5 | -20 | -7 | -13 | -0.4 | 9
2) O=C(Nc1ccc2ccccc2c1)c1cnccn1
    -11 | 12 | -48 | -5 | -208 | 2 | -50 | -95 | -46 | 0.8 | -10
3) O=C(N/N=C/c1ccccc1)c1n[nH]c2c1CCCC2
    -2 | 0 | -80 | 24 | -77 | -15 | -45 | -88 | -44 | -1.1 | -2
4) COc1ccc2cc(C#N)c(N3CCOCC3)nc2c1
    -1 | -19 | 7 | 6 | 6 | 3 | -2 | 17 | -13 | -1.4 | 12
5) O=C(Nc1ccc(F)cc1)C(CCc1ccccc1)N1CCN(Cc2c(F)cccc2Cl)CC1 (stereo not given)
    x | -19 | x | x | -2 | x | 12 | x | -2 | x | -8
6) O=C(c1ccccc1)c1ccc(C(=O)N2CCCC(C(F)(F)F)C2)cc1 (stereo not given)
    -5 | 0 | -8 | -7 | 10 | 13 | 3 | 0 | -13 | -3.1 | 9
7) CCOc1ccc(-n2cc(-c3ccc(OC)c(OC)c3)[nH]c2=S)cc1
    0 | -11 | 14 | 7 | -2 | 12 | 13 | 1 | -8 | 0.9 | -4
8) Cc1cc(=O)[nH]c(SCc2cccc3cccnc23)n1
    0 | 3 | 16 | -1 | -38 | 13 | 3 | -4 | -5 | -3.0 | -2
9) NC(=O)CC(NC(=O)Cc1cccc2ccccc12)c1ccc(N2CCCCCCC2)c([N+](=O)[O-])c1 (stereo not given)
    8 | -10 | 0 | 0 | -15 | 5 | -5 | 7 | 13 | -0.4 | -3
10) CCOC(=O)/C(C#N)=C/c1cccn1-c1ccc(Cl)cc1
    x | 4 | -8 | x | 3 | 0 | 0 | 12 | 3 | 0.1 | -12
11) CN(Cc1ccccc1)C(=O)c1[nH]cnc1C(=O)Nc1cccc(Cl)c1
    -4 | -10 | -24 | -4 | -34 | -3 | -10 | -26 | -6 | 0.4 | 7
12) c1cc(C2OCCO2)cs1
    -1 | 4 | 6 | -7 | -9 | 3 | 3 | -9 | -3 | -1.3 | -4
13) Cc1ccc(NC(=O)CCC(=O)Nc2ccc(C)cc2)cc1
    -2 | -4 | 5 | 2 | 4 | 11 | 12 | -10 | -6 | 7.8 | -1
14) COc1ccc(CCNC(=O)c2cc(-c3ccccc3)on2)cc1OC
    -3 | 0 | -7 | 12 | 14 | 14 | 6 | -42 | 3 | 9.5* | -8
15) NC(=O)c1cccnc1Oc1cccc(Cl)c1
    7 | -6 | 9 | -10 | 16 | -4 | -12 | 0 | -17 | -0.2 | -6
16) CC(C)(C)C(=O)N1CCN(C(=O)c2ccco2)CC1
    -10 | -1 | -34 | -1 | 6 | 0 | -17 | -4 | 15 | -0.7 | 1
17) COCCOc1cc(NC(=O)c2ccccc2)c(Cl)cc1Cl
    -13 | -4 | 12 | -6 | 23 | 10 | 8 | -9 | -4 | 1.7 | -3
18) CCC(C)n1cnc2c(c1=O)c1nc3ccccc3nc1n2Cc1ccc(OC)cc1 (stereo not given)
    2 | 1 | 4 | -6 | 14 | 2 | 3 | -6 | 4 | -3.1 | -3
19) O=C(CN1C(=O)NC2(CCCc3ccccc32)C1=O)NCCc1ccc(F)cc1 (stereo not given)
    -1 | -1 | 2 | -17 | 19 | 3 | -4 | -2 | -16 | -0.2 | -4
20) Cc1ccc(CNC(=O)CN2C(=O)NC(C)(c3cccc(Br)c3)C2=O)cc1 (stereo not given)
    2 | -8 | 11 | -2 | 3 | 5 | 10 | 10 | -13 | 0.5 | 7
21) CC(C)NC(=O)N1CCC(n2nccc2NC(=O)CCOc2ccccc2)CC1
    -2 | 9 | -8 | -4 | -5 | 6 | 5 | 11 | -16 | -0.8 | 1
22) COc1ccc2nc(NC(=O)CCNS(=O)(=O)c3ccc4c(c3)oc(=O)n4C)sc2c1
    2 | 8 | -13 | -11 | -16 | -8 | -6 | -9 | -16 | 0.9 | -13
23) Cn1c2ccccc2c2nnc(NN)nc21
    6 | 6 | -14 | -3 | -19 | 3 | 10 | -22 | 10 | 1.5 | -10
24) O=C(NC(=S)Nc1cccc(C(F)(F)F)c1)c1csnn1
    1 | -8 | 15 | 7 | 19 | 11 | -8 | 8 | 12 | -3.8 | -6
25) CC(C)(C)OC(=O)N1CCC(Cc2cc(-c3ccccc3)no2)(C(=O)O)CC1
    3 | -1 | 7 | -13 | -36 | 6 | -6 | 0 | -14 | 2.0 | -8
26) COc1ccc(CC(=O)NC(=S)Nc2ccc(S(N)(=O)=O)cc2)cc1
    -5 | -3 | 8 | -4 | 25 | 4 | 2 | 3 | 13 | -1.2 | -7
27) CC(=O)Nc1nnc(C2=COCCO2)o1
    1 | 6 | 3 | -2 | 24 | 6 | -13 | -1 | 3 | -1.8 | -5
28) CSc1ccccc1OCc1cc(C(=O)N(C)CC2COCCO2)no1 (stereo not given)
    -2 | -7 | -10 | -22 | -52 | -1 | -23 | -29 | -52 | -1.0 | -8
29) COc1cc(OC)cc(C(=O)Nc2ccc(S(=O)(=O)Nc3cc(C)on3)cc2)c1
    7 | -10 | 15 | -2 | -19 | 3 | -5 | 10 | 16 | -0.7 | -10
30) CC(=O)Nc1ccc(S(=O)(=O)NC2(C(F)(F)F)NC(=O)N(C3CCCC3)C2=O)cc1 (stereo not given)
    -7 | -4 | 12 | 7 | 2 | 17 | 6 | 20 | -22 | 1.0 | 3
31) O=C(Nc1ccccc1F)c1csc(COCCO)n1
    x | 4 | -60 | x | -47 | -1 | -30 | -47 | -3 | 1.4 | -7
32) CCOC(=O)CC(NC(=O)c1ccc(C)cc1)c1ccc(OC)cc1 (stereo not given)
    -10 | -1 | -4 | -4 | 3 | -7 | -6 | 10 | -9 | -1.3 | -3
33) O=C(Cn1cnc2cc([N+](=O)[O-])ccc2c1=O)Nc1ccc2c(c1)CCC2
    1 | -9 | -22 | 4 | -9 | 6 | 8 | 2 | -15 | 2.2 | 0
34) CCCc1nc(SCC(=O)NC2CCCC2)c2ccccc2n1
    8 | 2 | -5 | -3 | -5 | 8 | -9 | 14 | -4 | -1.8 | -7
35) CC(=O)Nc1cccc2ccc(O)cc12
    -5 | -2 | -43 | -4 | -7 | 9 | 14 | -8 | 6 | -0.6 | -8
36) O=C(CN(c1ccc(F)cc1)S(=O)(=O)c1ccccc1)NCCSC1CCCCC1
    -10 | -4 | 19 | -8 | 14 | 9 | -6 | 3 | -8 | 2.5 | 7
37) CN(C)S(=O)(=O)c1ccc(C(=O)OC2CCOC2=O)cc1 (stereo not given)
    -8 | 11 | 1 | -2 | 4 | 10 | -11 | 3 | -6 | -1.3 | -2
38) CC(=O)c1cccc(NC(=O)c2ccc3c(c2)C(=O)N(Cc2cccnc2)C3=O)c1
    6 | 8 | -7 | -1 | 10 | 0 | 1 | -10 | -3 | -2.9 | -8
39) CCOC(=O)c1ccc[n+]([O-])c1
    -3 | -4 | -26 | 7 | -9 | 2 | 4 | 7 | -20 | -2.4 | -3
40) COc1cccc(CC(CC(=O)O)C(=O)Nc2cc(C)ccc2C)c1 (stereo not given)
    -4 | -1 | -15 | 4 | -2 | 20 | -1 | 10 | -3 | 0.3 | -6
41) O=S(=O)(c1ccccc1)N1CCN(S(=O)(=O)N2CCCCCC2)CC1
    -6 | -3 | 4 | -1 | -7 | 6 | 18 | 6 | 14 | -0.8 | -7
42) CCc1noc(C)c1C(=O)N1CCCC(N2CCN(c3ccc(F)cc3)CC2)C1 (stereo not given)
    7 | 9 | 9 | -3 | 18 | -3 | 8 | -1 | -22 | 3.2 | -16
43) NC(=O)CSc1nnc(-c2cccnc2)n1Cc1ccccc1
    -2 | -4 | 4 | 7 | -8 | 17 | 2 | -9 | 2 | 2.2 | -4
44) O=C(CSC1=NS(=O)(=O)c2cc(Cl)ccc2N1)Nc1cccc(F)c1
    0 | -1 | -28 | 0 | 13 | 3 | 9 | -26 | 6 | -2.7 | 3
45) CCc1nnc(NC(=O)CSc2nc(C)c3c(c2C#N)CCCC3)s1
    -6 | -3 | -39 | 0 | -22 | -9 | x | -30 | x | -1.9 | 18
46) CCOc1ccccc1Oc1ccc(C(F)(F)F)cn1
    -6 | -5 | -4 | 6 | 19 | 0 | -1 | -11 | -38 | -0.9 | -12
47) Oc1ccc(C=NNC(=S)Nc2ccccc2)nc1
    1 | -8 | -30 | 51* | 32 | 6 | -29 | -23 | -29 | -1.8 | -4
48) COCCCNC(=O)Cn1cc2c(n1)CCC(C)C2 (stereo not given)
    5 | 6 | 10 | -5 | -14 | 5 | -1 | -13 | -12 | -1.2 | 5
49) Cc1ccc(NC(=O)CSC2=NN3CCCC(=O)N=C3S2)cc1Cl
    -3 | -2 | 3 | 7 | 5 | 10 | 22 | 12 | 19 | -2.0 | 2
50) CCOc1ccccc1CNC(=O)C1CCN(C(=O)N2CC(C)Oc3ccc(C)cc32)CC1 (stereo not given)
    3 | -1 | 19 | 2 | 19 | 5 | 5 | 20 | -26 | 1.3 | 1
51) Cc1ccccc1-c1nc(S(=O)(=O)c2ccccc2)c(N2CCCC2)o1
    -10 | 8 | -3 | -5 | -4 | 11 | 0 | -1 | 15 | 1.8 | 2
52) CC1=C(C(=O)OCc2ccccc2)C(c2cccs2)N2C(=O)CCSC2=N1 (stereo not given)
    -3 | -1 | 8 | 4 | -5 | 2 | 2 | -22 | 4 | 1.6 | -5
53) Cc1nnc(SCc2ccc(C(=O)O)cc2)s1
    1 | 2 | 10 | 8 | 1 | 5 | 12 | -4 | 0 | 1.2 | 0
54) N#CC1=C(N)OC2=C(CC/C2=C\c2ccccc2)C1c1ccccc1 (stereo not given)
    7 | 1 | -6 | 0 | -30 | 10 | 6 | -5 | -24 | -1.2 | 6
55) Cc1nc2ccccc2c(=O)n1NC(=O)C1CCCCC1
    6 | -3 | -6 | 2 | 4 | 6 | 11 | -1 | 21 | 1.0 | -8
56) O=C1COc2ccc(C(=O)COC(=O)c3ccc([N+](=O)[O-])cc3Cl)cc2N1
    -8 | -8 | -10 | -12 | -17 | 6 | 1 | -1 | -28 | -1.4 | -3

The list is partial; rates above refer to the full screens.
